TbPYK inhibitor: T. brucei pyruvate kinase inhibition. Q57TT1. TbPYK enzyme, Kinase-Glo Plus ATP luminescence, 45 min. Potency, µM (titrated, usually from 76.8 µM), without a hit: top-dose activity, negative = inhibition, usual class: inhibitors. 0.12% of 410,000 active. AID 624173; also: potency is read from the fitted curve at half-maximal effect; nearly all actives have a fitted effect of over 50% in size
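ADP (130 uM final) triggers the TbPYK reaction after compound addition; incubation is 45 min at room temperature. Kinase-Glo Plus is then added and luminescence imaged. Normalized data are fitted to concentration-effect curves.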
Sm TGR block: S. mansoni TGR enzyme inhibition; Potency, µM (highest dose often 114 µM), for inactives: top-dose activity change, negative = inhibition, most hits filed as inhibitors; AID 485364; Q962Y6; purified TGR, DTNB reduction, TNB absorbance 405 nm; 3% of 360,000 active; also: potency is read from the fitted curve at half-maximal effect; nearly all actives have a fitted effect of over 60% in size
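Kinetic colorimetric format: TGR-catalysed, NADPH-driven DTNB reduction monitored via TNB absorbance. Enzyme dispensed at 20 nM; compound exposure 15 min at room temperature before reaction start.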
AmpC no deterg: AmpC beta-lactamase inhibition without detergent; P00811; AmpC nitrocefin hydrolysis, absorbance 480 nm, 0.0001% Triton; Potency, µM (top dose mostly 57.1 µM), for inactives: at the top dose activity change, negative = inhibition, actives largely listed as inhibitors; 0.52% of 330,000 active; AID 485341;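 also: potency is read from the fitted curve at half-maximal effect; plate controls were no compound for no effect and no enzyme for full effect; nearly all actives have a fitted effect of over 20% in size; some results filed as inactive show a strong effect at the top dose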
Target sequence (P00811 whole entry, looked up): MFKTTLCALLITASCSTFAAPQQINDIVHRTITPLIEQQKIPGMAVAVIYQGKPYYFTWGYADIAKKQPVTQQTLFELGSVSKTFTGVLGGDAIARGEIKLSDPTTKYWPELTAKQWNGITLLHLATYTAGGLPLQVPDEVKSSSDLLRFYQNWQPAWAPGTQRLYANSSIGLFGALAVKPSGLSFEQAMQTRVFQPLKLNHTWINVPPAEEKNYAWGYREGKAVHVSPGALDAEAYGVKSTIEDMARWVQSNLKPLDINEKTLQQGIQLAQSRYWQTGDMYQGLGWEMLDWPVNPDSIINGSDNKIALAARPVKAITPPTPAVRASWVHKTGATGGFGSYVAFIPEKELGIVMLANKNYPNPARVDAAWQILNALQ
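20 mM phosphate pH 7.0 + 0.01% (detergent screen) or 0.0001% Triton X-100; 5.3 nM AmpC reagent; cpd preinc 15 min RT; nitrocefin (800 uM stock) to start; A480 q20 s × 4 min; Activity was normalised to no-enzyme and no-compound control wells.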
AmpC detergent: AmpC beta-lactamase inhibition with detergent present; AmpC hydrolysis of nitrocefin, absorbance 480 nm, 0.01% Triton; 0.041% of 370,000 active; Potency, µM (top dose mostly 114 µM), without a hit: at the top dose activity change, negative = inhibition, actives largely listed as inhibitors; P00811;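 also: potency is read from the fitted curve at half-maximal effect; 0% = no-compound wells and -100% = no-enzyme wells; nearly all actives have a fitted effect of over 25% in size; some results filed as inactive show a strong effect at the top dose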
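20 mM phosphate pH 7.0 + 0.01% (detergent screen) or 0.0001% Triton X-100; 5.3 nM AmpC reagent; cpd preinc 15 min RT; nitrocefin (800 uM stock) to start; A480 q20 s × 4 min; Activity was normalised to no-enzyme and no-compound control wells.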
AMA1-RON2 inh: AMA1-RON2 (P. falciparum) interaction inhibition; AlphaScreen AMA1-biotinylated RON2 peptide binding; Potency, µM (highest dose often 58.2 µM), for the others: top-dose activity change, negative = inhibition, usual class: inhibitors; 0.2% of 360,000 active;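 also: potency is read from the fitted curve at half-maximal effect; 0% = vehicle wells and -100% = peptide control; nearly all actives have a fitted effect of over 45% in size; some results filed as inactive show a strong effect at the top dose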
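AMA1 (3D7) with his tag at 25 nM final met compounds first, then biotinylated RON2 peptide at 25 nM; detection used donor plus acceptor beads, 10 µg/mL apiece, read by AlphaScreen after 30 min at room temperature.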
LmPK inhibitor: inhibitors of Leishmania mexicana pyruvate kinase; 0.37% of 290,000 active; Potency, µM (titrated, usually from 57.5 µM), for the others: top-dose activity change, negative = inhibition, most hits filed as inhibitors; Q27686; purified LmPK, Kinase-Glo ATP luminescence, 1 h; also: potency is read from the fitted curve at half-maximal effect
Target sequence (Q27686 whole entry, looked up): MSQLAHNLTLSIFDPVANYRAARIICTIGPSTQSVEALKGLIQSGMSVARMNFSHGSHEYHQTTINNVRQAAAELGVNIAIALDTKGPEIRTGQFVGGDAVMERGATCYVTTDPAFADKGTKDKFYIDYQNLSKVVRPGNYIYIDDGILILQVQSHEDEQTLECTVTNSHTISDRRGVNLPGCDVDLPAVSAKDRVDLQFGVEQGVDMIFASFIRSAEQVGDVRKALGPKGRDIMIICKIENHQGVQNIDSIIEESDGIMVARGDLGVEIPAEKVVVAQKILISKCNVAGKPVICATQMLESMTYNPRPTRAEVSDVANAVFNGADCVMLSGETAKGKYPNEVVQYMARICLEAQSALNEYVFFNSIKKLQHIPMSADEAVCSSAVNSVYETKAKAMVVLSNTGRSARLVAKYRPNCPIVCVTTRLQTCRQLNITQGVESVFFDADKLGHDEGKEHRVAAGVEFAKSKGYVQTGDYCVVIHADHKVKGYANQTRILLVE
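Purified LmPK (0.1 nM) converted ADP (0.1 mM) to ATP with PEP (0.5 mM) in imidazole buffer pH 7.2 with KCl and MgCl2, 1 h at room temperature. ATP was read by Kinase-Glo luminescence; data normalized to uninhibited and no-enzyme controls.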
HCMV inh: inhibitors of human cytomegalovirus; HFF cells, HCMV-luciferase reporter, 72 h; stronger effect = lower value; activity change, negative = inhibition, % at 57.5 µM; 4.5% of 410,000 active; in the data active = activity change below about -60%; inconclusive = no clear call, values can overlap the other calls; inactive = above about -39%
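Luciferase read-out from HCMV-luciferase-infected HFFs (MOI 1 PFU/cell) 72 h post infection at 37C; compounds added after 16 h cell attachment; activity normalized between buffer-only basal and Salinomycin (10uM) inhibitor controls.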
* marks the source's active call; other numbers are inactive results; u = inconclusive; x = not tested or not shown; & = joins results of further samples; [ ] = dose if it differs, or a comment. Unless noted, calls follow the shape of the dose curve; as a rule, active = well fitted curve in the direction sought with a large enough effect; inconclusive = small, poorly fitted or top-dose-only effect, or another doubt; inactive = no such curve, though single readings can be large; an effect the other way counts as inactive or inconclusive. Unless noted, % is scaled to controls: 0 for no effect and ±100 for the full control effect.

SMILES | TbPYK inhibitor | Sm TGR block | AmpC no deterg | AmpC detergent | AMA1-RON2 inh | LmPK inhibitor | HCMV inh
CC1(/[N+]([O-])=C\c2ccccc2F)CCCCC1=O (stereo not given) | 4% | 10% | -26% | 1% | -3% | 1% | -9
O=C(NCc1nc2ccccc2[nH]1)C1=C[C@@H](c2ccc(Br)cc2)C[C@@H](OCCCCO)O1 | -6% | -4% | 149%[activator] | 6% | 28% | 2% | 1
OCCN1CCN(CC(O)COc2ccc3ccccc3c2)CC1 (stereo not given) | 4%&3% | 5% | -12% | 2% | 5%&6% | -10% | -13&-10
Cc1c(C)n(CC(O)CN2CCCCC2)c2ccccc12 (stereo not given) | -2% | -1% | -9% | 0% | -27% | 0% | 12
COc1ccc2nc(N(Cc3cccnc3)C(=O)CCc3ccccc3)sc2c1 | 1% | 12% | x | 6% | x | x | -31
CNC(=O)Cn1c(=O)n(C)c2ccccc21 | -6% | -11% | -12% | u | -3% | 0% | -14
O=C(NCc1ccccc1)c1nnc(CS(=O)(=O)c2ccccc2)o1 | 3% | u | -36% | -13% | 0% | 0% | -18
NC(Cc1ccccc1)c1csc(Nc2nncc3ccccc23)n1 (stereo not given) | 3% | x | x | x | 100%[activator] | x | 23
CC1CCN(C(=O)c2[nH]cnc2C(=O)NCC(=O)OC(C)(C)C)CC1 | 1% | 10% | -12% | -8% | 3% | -6% | -15
CCOc1ccc(-c2nnc(-c3ccco3)o2)cc1 | 0% | 3% | -5% | -2% | 9% | -22% | 13
CCN(CC)CCN1C(=O)C2C3c4ccccc4C(c4ccccc43)C2C1=O (stereo not given) | -4% | 6% | 33% | 1% | -3% | -7% | -35
Cc1cccc(NC(=O)Nc2cccc3ccccc23)c1 | -15% | 0% | -13% | 1% | -14% | -12% | 24
Cc1ccc(OCc2nnc(SCC(=O)NCc3ccco3)n2C)cc1 | -1% | -1% | -2% | u | 15% | -9% | 4
CC(=O)N1CCOc2ccc(S(=O)(=O)Nc3cccc(C)n3)cc21 | 1% | 0% | -8% | -14% | 9% | 1% | 15
COP(=O)(OC)C(=NNS(=O)(=O)c1ccc(C)cc1)c1ccccc1 | -2% | x | x | x | 3% | x | 42
Cc1ccc(/C=N/c2sc3c(c2C#N)CCCCC3)o1 | u | u | -39% | -8% | -5% | u | -9
O=c1cc(/N=C/c2coc3c(ccc4ccccc43)c2=O)[nH]c(=S)[nH]1 | 1% | -13% | u | u | 58%[activator] | 1% | -24
CCc1ccc(OCc2nnc(SCCN3CCOCC3)n2CC)cc1 | 8% | -10% | 145%[activator] | -13% | u | 1% | -25
Cc1ccccc1NC(=S)N1CCC(NC(=O)c2ccco2)CC1 | -2% | 5% | -9% | 11% | -4% | 6% | -33
O=C1C(Cl)=C(N2CCOCC2)C(=O)N1c1cccc(C(F)(F)F)c1 | -5% | -31% | -6% | 6% | 4% | 2% | -6
C=CCNC(=O)c1cccc2c1C(=O)c1ccc(N3CCOCC3)cc1S2(=O)=O | 1% | x | -9% | x | -5% | x | 8
CCN(CC(=O)Nc1cc(Cl)ccc1C)C(=O)c1oc2ccc(OC)cc2c1C | -7% | 5% | -19% | u | -8% | x | -15
CC(C)c1nc(NCc2ccccc2)c(C#N)c2c1CCCC2 | 5% | -19% | -27% | 5% | 0% | -4% | 3
Cc1ccc(C)c(N2CCN(C(=O)CCS(=O)(=O)c3ccc4c(c3)CCN4C(=O)C3CC3)CC2)c1 | -1% | -6% | 107%[activator] | -3% | -18% | 8% | -27

Looked up above:
LmPK inhibitor result of Cc1ccc(OCc2nnc(SCC(=O)NCc3ccco3)n2C)cc1 → -9%
AmpC no deterg result of O=C1C(Cl)=C(N2CCOCC2)C(=O)N1c1cccc(C(F)(F)F)c1 → -6%
TbPYK inhibitor result of COP(=O)(OC)C(=NNS(=O)(=O)c1ccc(C)cc1)c1ccccc1 → -2%
TbPYK inhibitor result of C=CCNC(=O)c1cccc2c1C(=O)c1ccc(N3CCOCC3)cc1S2(=O)=O → 1%

A second format for some results above.
Structure: CC(C)c1nc(NCc2ccccc2)c(C#N)c2c1CCCC2
  TbPYK inhibitor: 5%; Sm TGR block: -19%; AmpC no deterg: -27%; AmpC detergent: 5%; AMA1-RON2 inh: 0%; LmPK inhibitor: -4%; HCMV inh: 3
Structure: Cc1ccc(C)c(N2CCN(C(=O)CCS(=O)(=O)c3ccc4c(c3)CCN4C(=O)C3CC3)CC2)c1
  TbPYK inhibitor: -1%; Sm TGR block: -6%; AmpC no deterg: 107%[activator]; AmpC detergent: -3%; AMA1-RON2 inh: -18%; LmPK inhibitor: 8%; HCMV inh: -27

Next section:
SMILES | TbPYK inhibitor | Sm TGR block | AmpC no deterg | AmpC detergent | AMA1-RON2 inh | LmPK inhibitor | HCMV inh
c1ccc2cc(CSCc3nc4ccccc4[nH]3)ccc2c1 | -2% | -1% | -36% | -10% | -8% | 4% | u
COc1cc(/C(C#N)=C/c2ccccc2)c([N+](=O)[O-])cc1OC | 0% | 0% | -18% | 3% | 6% | 4% | -14
CCOc1ccc2nc(SC3CC(=O)N(c4cccc(OC)c4)C3=O)sc2c1 (stereo not given) | 2% | u | 8.9µM* | -14% | 59%[activator] | 0% | 31
Cc1cc(OCC(=O)N2CCCC2)cc(C)c1Cl | 7% | 7% | 16% | -2% | 0% | -12% | 40
C/C(=N\NC(=O)Cc1csc(N2CCOCC2)n1)c1ccccc1 | x | -3% | -5% | 1% | 15% | 5% | 17
CCCCOc1ccc(CN2CCN(CC)CC2)cc1 | 14% | 2% | -11% | u | 7% | -12% | -9
COCCN1CCN(C(=O)C2CCC(=O)N(Cc3ccccc3F)C2)CC1 (stereo not given) | -2% | -11% | -12% | 3% | -3% | 0% | 15
CC(C)C(NC(=O)c1ccc2c(c1)OCO2)C(=O)N/N=C/c1cccs1 (stereo not given) | 13% | -2% | -20% | 1% | 49%[activator] | 0% | 14
O=C(N/N=C/C=C/c1ccc2c(c1)OCO2)C(O)c1ccccc1 (stereo not given) | -6% | 7% | -29% | 1% | 23% | 3% | 3
Cc1ccc(NC(=O)c2nc(S(=O)(=O)Cc3ccc(F)cc3)ncc2Cl)cc1C | 1% | u | x | 4% | x | x | -98*
O=C1COc2ccc(C(=O)COc3ccc(Cl)cc3Br)cc2N1 | -11% | 2% | -26% | u | 14% | x | u
Cc1ccc(N(C(=O)CS(=O)CC(=O)Nc2ccc(F)cc2)C(C(=O)NC2CCCCC2)c2ccco2)cc1 (stereo not given) | -4% | 7% | 3% | 5% | 8% | 0% | -18
CC(NC(=O)CCNS(=O)(=O)c1ccc2c(c1)c(=O)n(C)c(=O)n2C)c1ccccc1 (stereo not given) | -13% | 5% | -2% | u | -6% | 3% | 16
COc1ccc(OC)c(-n2nnnc2SCC(=O)Nc2cc(C)ccc2OC)c1 | 0% | 4% | -11% | -3% | 5% | 6% | -32
FC(F)(F)c1cc(Cl)c2nc(-c3ccccc3)c(Cc3ccsc3)n2c1 | 5% | x | x | x | 0% | x | -5
Cc1ccc(-c2csc3nc[nH]c(=O)c23)cc1C | -3% | -5% | -20% | -6% | -3% | 1% | 4
O=C(CNC(=O)c1nc[nH]c1C(=O)N1CCN(c2ccccc2)CC1)OCc1ccccc1 | 1% | 10% | 49% | 1% | 25% | -1% | 1
CC(=O)Nc1ccc(SCC(=O)c2cc(C)n(C)c2C)cc1 | 3% | -17% | 59% | u | 0% | 9% | -25
COc1ccc(C2CC(=O)N(CCCN(C)CCc3ccc(OC)c(OC)c3)C2)cc1 (stereo not given) | 4% | -4% | 3% | 2% | -16% | 2% | -27
CC(C)c1ccccc1NC(=O)C1CN(S(=O)(=O)c2ccccc2)CCN1S(=O)(=O)c1ccccc1 (stereo not given) | -3% | -3% | 0% | -15% | -13% | 0% | -28
Cc1cc(NC(=O)CCN2C(=O)/C(=C/c3ccccc3Cl)SC2=S)no1 | -5% | 4% | -10% | 2% | 6% | -4% | 14
Cc1ccc(N=CNc2ccc(C)cc2C)c(C)c1 | -5% | -4% | -11% | 1% | -1% | 0% | 0
CCOC(=O)COn1c(=O)c(-c2ccc(Cl)cc2)[n+]([O-])c2ccccc21 | -3% | 11% | -14% | u | 4% | 1% | 29
CC(=O)Nc1ccc(C(=O)NNC(=O)C2C3CCCCC32)cc1 (stereo not given) | 6% | 0% | 38% | 2% | 35%[activator] | -4% | 5
COc1ccc(C(=O)/C=C/c2ccc(OC)cc2OC)c(O)c1 | -8% | 7% | -3% | 5% | 13% | -1% | 0
COc1ccc(N2CCN(C(=O)C(=O)c3c(C)[nH]c4ccccc34)CC2)cc1 | -5% | -7% | 28% | 0% | 0% | -5% | -10
CCOc1ccccc1NC(=O)N1CCN(S(C)(=O)=O)CC1 | -13% | 7% | -16% | 8% | -18% | -10% | -8
O=C(Nc1nc2ccccc2s1)c1ccccc1 | -6% | 2% | -33% | 2% | -2% | -3% | 97
CC1CC(C)CN(C(=O)COC(=O)COc2ccccc2C#N)C1 (stereo not given) | 0% | 4% | -17% | 2% | 4% | x | -3
CCN(CC)C(=O)Cn1c(=O)n(-c2ccc(C)c(C)c2)c(=O)c2c(C)c(C(=O)N(CC)CC)sc21 | -10% | u | x | 8% | x | x | 7
COc1ccccc1NS(=O)(=O)c1ccc(C)c(C(=O)NCC2CCCO2)c1 (stereo not given) | -1% | 1% | -2% | u | 21% | -3% | -11
Cc1cc(C)c2oc(-c3ccc(Cl)c(NC(=O)c4cccs4)c3)nc2c1 | -9% | -10% | x | -3% | x | x | 42
O=C(C[n+]1ccccc1)N/N=C/c1ccc(Cl)c(Cl)c1 | 9% | 9% | -1% | -16% | -19% | 2% | 7
CC(=O)N1CCC(N(CCN2CCOCC2)C(=O)Nc2ccc(Cl)c(Cl)c2)CC1 | 0% | x | x | x | -8% | x | 49
O=C(O)c1ccc(C2NCC(c3ccccc3Cl)c3c2[nH]c2ccccc32)cc1 (stereo not given) | 0% | 8% | 52% | -4% | -4% | 4% | -16
Cc1ccc(NC(=O)Cn2c(-c3nonc3N)nc3ccccc32)c(Br)c1 | -12% | -1% | x | 13% | x | x | 9
C=CCN1C(=O)C(O)(CC(=O)c2ccc(N)cc2)c2ccccc21 (stereo not given) | 6% | 0% | -23% | u | 1% | -3% | 7

Part of the list above, as comma-separated lines.
Structure,TbPYK inhibitor,Sm TGR block,AmpC no deterg,AmpC detergent,AMA1-RON2 inh,LmPK inhibitor,HCMV inh
COc1ccc(N2CCN(C(=O)C(=O)c3c(C)[nH]c4ccccc34)CC2)cc1,-5%,-7%,28%,0%,0%,-5%,-10
CCOc1ccccc1NC(=O)N1CCN(S(C)(=O)=O)CC1,-13%,7%,-16%,8%,-18%,-10%,-8

Assay outcomes from PubChem.
